A549 viability – Nrf2 qHTS screen for inhibitors: counterscreen for cytotoxicity; A549 ARE-Fluc cells, CellTiter-Fluor viability, 18-24 h; Potency, µM (series often up to 46 µM), without a hit: top-dose activity change, negative = cytotoxicity, actives largely listed as inhibitors; actives 0.16% (n = 390,000); note: potency is the fitted concentration of half-maximal effect; % is set by controls: 0 for no effect and ±100 for the full control effect
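A549 ARE_Fluc cells in 5% FBS OPTI-MEM were exposed to compounds in concentration-response for 18-24 h at 37 deg C. Viability was read by CellTiter-Fluor fluorescence (Ex 405/Em 525) after 30 min, before the luciferase read.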
MCF10A rerep – A quantitative high throughput screen for small molecules that induce DNA re-replication in MCF 10a normal breast cells. MCF 10A DNA re-replication, Hoechst nuclear intensity, 48 h. Potency, µM (doses to about 46.1 µM), for inactives: top-dose activity, positive = re-replication, hits mostly activators. actives 2.9% (n = 350,000); note: potency is the fitted concentration of half-maximal effect; % of control where 0% means no effect; nearly all actives have a fitted effect of over 50% in size
S2 tox – Viability Counterscreen for Primary qHTS for Inhibitors of ATXN expression; S2 cells (HEK-293 line with an ATXN2-luciferase reporter) viability, CellTiter-Fluor protease fluorescence, 24 h; Potency, µM (doses to about 56.7 µM), usual class: cytotoxic; actives 0.49% (n = 400,000); note: potency is the fitted concentration of half-maximal effect; nearly all actives have a fitted effect of over 40% in size
ATXN2 expr inh – Primary qHTS for Inhibitors of ATXN expression; HEK-293 ATXN2-luciferase reporter, luminescence, 24 h; Potency, µM (top dose mostly 57 µM), without a hit: at the highest dose activity change, negative = inhibition, actives largely listed as inhibitors; actives 0.72% (n = 360,000); note: potency is the fitted concentration of half-maximal effect; % is set by controls: 0 for no effect and ±100 for the full control effect; nearly all actives have a fitted effect of over 55% in size
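ATXN2-luciferase reporter cells (luciferase flanked by upstream and downstream ATXN2 gene portions) were treated 24 h at 37 °C with compounds at up to 57 uM. SteadyGlo luminescence gave expression; GF-AFC fluorescence gave viability.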
Nrf2 ARE act – qHTS of Nrf2 Activators | actives 0.31% (n = 410,000) | AREc32 ARE-luciferase reporter (MCF7-derived line), luminescence, 24 h | Potency, µM (doses to about 46.1 µM), without a hit: top-dose activation, hits mostly activators; note: potency is the fitted concentration of half-maximal effect; % of control where 0% means no effect; nearly all actives have a fitted effect of over 65% in size
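Luciferase luminescence (Steady-Glo, 30 min at room temperature) served as the read-out of ARE activation in AREc32 cells treated with compounds for 24 hr at 37 deg C.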
IL-1B inflam inh – qHTS for Inhibitors of Inflammasome Signaling: IL-1-beta AlphaLISA Primary Screen; THP-1 LPS/ATP IL-1B secretion, AlphaLISA, 16 h; stronger effect = lower value; activity change, % at 57.5 µM; actives 4.7% (n = 360,000); AID 743279, 2014; in the data active = activity change below about -50%; inconclusive = mostly about -30% to -49%; note: % is set by controls: 0 for no effect and ±100 for the full control effect
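THP-1 cells pretreated 1 hr with compounds (up to 57.5 uM final), then stimulated with LPS (250 ng/mL final) plus ATP (1.25 mM final); secreted IL-1B measured by AlphaLISA after 16 hr, decreased signal indicating inhibition.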
TGFb SMAD3 inh – qHTS for Inhibitors of TGF-b. HepG2 CAGA-GFP TGF-b/SMAD3 reporter, GFP fluorescence, 18 h; TGF-beta stimulated, 500 pg/mL final. Potency, µM (highest dose often 46.1 µM), for the others: at the highest dose activity, negative = inhibition, hits mostly inhibitors. actives 1.2% (n = 410,000). AID 588855, 2011; note: potency is the fitted concentration of half-maximal effect; % is set by controls: 0 for no effect and ±100 for the full control effect; nearly all actives have a fitted effect of over 65% in size
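GFP signal (ex488/em500-530) from TGF-beta-stimulated HEPG2 CAGA-GFP cells, 500 pg/mL final, 18 h at 37 degrees C in DMEM plus 1% FBS, normalized to unstimulated and DMSO-stimulated controls.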
Nrf2 inh – Nrf2 qHTS screen for inhibitors. A549 ARE-Fluc reporter, luciferase luminescence, 18-24 h. AID 504444, 2011. Potency, µM (series often up to 46 µM), without a hit: at the highest dose activity change, negative = inhibition, actives largely listed as inhibitors. actives 2.1% (n = 360,000); note: potency is the fitted concentration of half-maximal effect; % is set by controls: 0 for no effect and ±100 for the full control effect; nearly all actives have a fitted effect of over 60% in size
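Quantitative HTS in A549 cells stably bearing an antioxidant response element-firefly luciferase construct. Inhibition of Nrf2-driven transcription was scored by luminescence after 18-24 h of compound exposure at 37 °C.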
HepG2 tox – qHTS for Inhibitors of TGF-b: Cytotox Counterscreen; HepG2 CAGA-GFP viability, ATP luminescence, 18 h; Potency, µM (doses to about 46.1 µM), inactives show top-dose activity change, negative = cytotoxicity, actives largely listed as cytotoxic; actives 0.76% (n = 410,000); AID 588856, 2011; note: potency is the fitted concentration of half-maximal effect; some results filed as inactive show a strong effect at the top dose
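HepG2 CAGA-GFP cells (1000/well, DMEM with 1% FBS) received compound, then TGF-beta at 500 pg/mL final, and were incubated 18 hours at 37 degrees C. Viability was read by CellTiter-Glo luminescence. Media-only wells were set as complete cell-killing and DMSO as no toxicity.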
* = called active by the depositor; & = joins results of further samples; [ ] = another dose, or the depositor's remark. Unless noted, calls come from the whole dose curve; as a rule, active = well fitted curve in the direction sought with a large enough effect; inconclusive = small, poorly fitted or top-dose-only effect, or another doubt; inactive = no such curve, though single readings can be large; an effect the other way counts as inactive or inconclusive.

For O=C(C[C@H]1C/C=C\C[C@H](Cc2ccc(F)cc2)C(=O)O[C@@H](c2ccccc2)CNC1=O)N[C@H](CO)Cc1ccccc1 the results were A549 viability inconclusive, MCF10A rerep inconclusive, S2 tox inactive, ATXN2 expr inh -17%, Nrf2 ARE act 5.3%, IL-1B inflam inh -8, TGFb SMAD3 inh -21%, Nrf2 inh -23% and HepG2 tox -23%.
For Cc1cc(C)nc(NC(=O)Cc2ccc([N+](=O)[O-])cc2)c1 the results were A549 viability 0%, MCF10A rerep 2%, S2 tox inactive, ATXN2 expr inh 5%, Nrf2 ARE act -0.7%, IL-1B inflam inh -15, TGFb SMAD3 inh 0%, Nrf2 inh 1% and HepG2 tox -6%.
Screening C(=N/Nc1nc(-c2ccccc2)cc(-c2ccccc2)n1)/c1cccnc1 returned A549 viability -10%, MCF10A rerep inconclusive, S2 tox inactive, ATXN2 expr inh 72%[activator], Nrf2 ARE act 6.7%, IL-1B inflam inh -53*, TGFb SMAD3 inh -1%, Nrf2 inh inconclusive and HepG2 tox -25%.
For CCCCCCNC(=O)c1ncn[nH]1 the results were A549 viability -11%, MCF10A rerep inconclusive, S2 tox inconclusive, ATXN2 expr inh 1%, Nrf2 ARE act 0.2%, IL-1B inflam inh 1, TGFb SMAD3 inh -5%, Nrf2 inh -2% and HepG2 tox 7%.
`CC(C)Nc1nc(NC(C)C)nc(OCCOC(=O)c2ccccc2)n1` gave A549 viability 2%, MCF10A rerep 1%, S2 tox inactive, ATXN2 expr inh -6%, Nrf2 ARE act -0.4%, IL-1B inflam inh 20, TGFb SMAD3 inh 0%, Nrf2 inh 0% and HepG2 tox -5%.
`Cn1c(SC/C=C/c2ccccc2)nnc1-c1cccs1` gave MCF10A rerep 2%, S2 tox inactive, ATXN2 expr inh -2%, Nrf2 ARE act -0.2%, IL-1B inflam inh inconclusive, TGFb SMAD3 inh -6%, Nrf2 inh -6% and HepG2 tox -25%.
CCCn1c(N)c(C(=O)CSc2nc3ncc(Cl)cc3[nH]2)c(=O)[nH]c1=O was read as A549 viability 1%, MCF10A rerep -1%, S2 tox inactive, ATXN2 expr inh 1%, Nrf2 ARE act 1.2%, IL-1B inflam inh -8, TGFb SMAD3 inh -13%, Nrf2 inh -4% and HepG2 tox -8%.
For N#CCCN(C(=O)CSc1n[nH]c(=O)[nH]c1=O)c1ccccc1 the results were A549 viability -3%, MCF10A rerep inconclusive, S2 tox inconclusive, ATXN2 expr inh -7%, Nrf2 ARE act 0.1%, IL-1B inflam inh -7, TGFb SMAD3 inh 8%, Nrf2 inh 4% and HepG2 tox -1%.
Screening Cc1ccccc1S(=O)(=O)Nc1ncc(C(F)(F)F)cc1Cl returned A549 viability -1%, MCF10A rerep -48%[inhibitor], S2 tox inactive, ATXN2 expr inh -20%, Nrf2 ARE act 3.1%, IL-1B inflam inh 14, TGFb SMAD3 inh -23%, Nrf2 inh -27% and HepG2 tox -17%.
For CCOC(=O)/C=C1\CN(Cc2ccc(OC)cc2)S(=O)(=O)c2ccccc21 the results were A549 viability 4%, MCF10A rerep 6%, S2 tox inactive, ATXN2 expr inh 10%, Nrf2 ARE act 1.0%, IL-1B inflam inh 9, TGFb SMAD3 inh inconclusive, Nrf2 inh -19% and HepG2 tox -4%.
For CCOc1ccc(N2CC(C(=O)OCC(=O)c3ccc(OC)cc3)CC2=O)cc1 (stereo not given) the results were A549 viability 1%, MCF10A rerep -7%, S2 tox inactive, ATXN2 expr inh -11%, Nrf2 ARE act -0.7%, IL-1B inflam inh 3, TGFb SMAD3 inh -9%, Nrf2 inh 2% and HepG2 tox -22%.
For CNC(=O)COc1coc(CN2CCN(c3cccc(Cl)c3)CC2)cc1=O the results were A549 viability 8%, MCF10A rerep 12%, S2 tox inactive, ATXN2 expr inh -22%, Nrf2 ARE act -0.4%, IL-1B inflam inh 15, TGFb SMAD3 inh -13%, Nrf2 inh -16% and HepG2 tox 1%.
For O=C(CSc1nnc(CNc2ccccc2)o1)N1CCc2ccccc21 the results were A549 viability -13%, MCF10A rerep 1%, S2 tox inactive, ATXN2 expr inh -3%, Nrf2 ARE act -0.7%, IL-1B inflam inh 6, TGFb SMAD3 inh 2% and HepG2 tox -25%.
`COc1ccc(C)cc1NC(=O)c1cc(S(=O)(=O)NC2CCCCCC2)ccc1F` gave A549 viability 14%, S2 tox inactive, ATXN2 expr inh -7%, Nrf2 ARE act 6.2%, TGFb SMAD3 inh inconclusive and HepG2 tox -9%.
For COc1ccccc1C(=O)Nc1ccnn1C1CCN(C(=O)C(C)(C)C)CC1 the results were A549 viability 0%, MCF10A rerep 0%, S2 tox inactive, Nrf2 ARE act 0.0%, IL-1B inflam inh 2, TGFb SMAD3 inh 11%, Nrf2 inh 13% and HepG2 tox 8%.
`CCC1CCC(C(=O)NC(C(=O)NCCN2CCOCC2)C(C)C)CC1` (stereo not given) gave A549 viability 0%, MCF10A rerep 2%, S2 tox inactive, ATXN2 expr inh -1%, Nrf2 ARE act 0.2%, IL-1B inflam inh -6, TGFb SMAD3 inh -1%, Nrf2 inh -20% and HepG2 tox -1%.
Screening COc1ccc(/C=C/C(=O)NC(=S)NNC(=O)c2c(-c3ccccc3)noc2C)cc1 returned A549 viability -11%, MCF10A rerep -6%, S2 tox inactive, ATXN2 expr inh -18%, Nrf2 ARE act 0.5%, IL-1B inflam inh 9, TGFb SMAD3 inh -1%, Nrf2 inh inconclusive and HepG2 tox 1%.
`CC1(C)CC(=O)c2cnc3nc4ccccc4n3c2C1` gave A549 viability -5%, MCF10A rerep -2%, S2 tox inactive, Nrf2 ARE act 3.1%, IL-1B inflam inh 10, TGFb SMAD3 inh -4%, Nrf2 inh 2% and HepG2 tox 14%.
`C=CCn1c(SCC(=O)NCc2ccc3c(c2)OCO3)nnc1-c1cccnc1` gave A549 viability 1%, MCF10A rerep 2%, S2 tox inactive, ATXN2 expr inh 12%, Nrf2 ARE act 0.2%, IL-1B inflam inh 6, TGFb SMAD3 inh 4%, Nrf2 inh -18% and HepG2 tox -2%.
For CN1CCc2c(sc(/N=C/c3cccs3)c2C(N)=O)C1 the results were A549 viability 0%, MCF10A rerep 0%, S2 tox inactive, ATXN2 expr inh 55%[activator], Nrf2 ARE act 8.0%, IL-1B inflam inh -8, TGFb SMAD3 inh 58%[activator], Nrf2 inh inconclusive and HepG2 tox -13%.
`O=C(COC(=O)/C=C/c1cn(-c2ccccc2)nc1-c1cccnc1)Nc1ccc(Cl)cc1Cl` gave A549 viability -20%, MCF10A rerep inconclusive, S2 tox inconclusive, ATXN2 expr inh inconclusive, Nrf2 ARE act 0.7%, IL-1B inflam inh 13, TGFb SMAD3 inh inconclusive, Nrf2 inh inconclusive and HepG2 tox 32%.
COc1ccc(CNC(=O)Cn2nc(C)n3cccc3c2=O)cc1 was read as A549 viability 1%&6%, MCF10A rerep -4%, S2 tox inactive, ATXN2 expr inh 4%, Nrf2 ARE act 4.2%&1.0%, IL-1B inflam inh 4, TGFb SMAD3 inh 13%&0%, Nrf2 inh inconclusive and HepG2 tox 15%&3%.
O=C(Nc1ccccc1)c1ccc(-n2nncc2-c2ccccc2)cc1 was read as A549 viability -1%, TGFb SMAD3 inh 14%, Nrf2 inh inconclusive and HepG2 tox -2%.
CC1=C(C(N)=O)C(c2cccs2)n2nc(-c3cccc(C)c3)nc2N1 (stereo not given) was read as A549 viability -10%, MCF10A rerep 0%, S2 tox inactive, ATXN2 expr inh -12%, Nrf2 ARE act -0.4%, IL-1B inflam inh 4, TGFb SMAD3 inh -6%, Nrf2 inh -1% and HepG2 tox 3%.
For COC(=O)c1ccc(NC(=S)NCc2ccco2)cc1 the results were A549 viability 5%, MCF10A rerep 22%, S2 tox inconclusive, ATXN2 expr inh -20%, Nrf2 ARE act 2.3%, IL-1B inflam inh 0, TGFb SMAD3 inh 4%, Nrf2 inh -26% and HepG2 tox -28%.
Screening Nc1ncc(Br)cc1N=Cc1ccccc1 returned A549 viability -11%, MCF10A rerep -6%, S2 tox inconclusive, ATXN2 expr inh 58%[activator], Nrf2 ARE act 29%, IL-1B inflam inh -29, TGFb SMAD3 inh inconclusive, Nrf2 inh inconclusive and HepG2 tox 2%.
For O=C(NC1CCCc2ccccc21)c1cc(F)cc(F)c1 (stereo not given) the results were A549 viability -11%, MCF10A rerep 6%, S2 tox inactive, ATXN2 expr inh -2%, Nrf2 ARE act 1.7%, IL-1B inflam inh 24, TGFb SMAD3 inh 5%, Nrf2 inh inconclusive and HepG2 tox -1%.
Screening Cn1c(=O)oc2cc(S(=O)(=O)N3CCC(C(=O)NCc4ccc(F)cc4)CC3)ccc21 returned A549 viability 7%&-4%, MCF10A rerep 5%, S2 tox inactive, ATXN2 expr inh -1%&-8%, Nrf2 ARE act -0.2%&0.3%, IL-1B inflam inh 14, TGFb SMAD3 inh -7%&-1%, Nrf2 inh -7%&0% and HepG2 tox 2%&2%.
`C=CCNC(=S)NNC(=O)COc1ccc(Br)cc1` gave A549 viability 3%, MCF10A rerep -3%, S2 tox inactive, ATXN2 expr inh 4%, Nrf2 ARE act -0.2%, IL-1B inflam inh 0, TGFb SMAD3 inh -28%, Nrf2 inh -7% and HepG2 tox -16%.
For COc1ccc(NC(=O)C2CSC(C)(C)N2C=O)cc1 (stereo not given) the results were A549 viability -7%, MCF10A rerep -3%, S2 tox inactive, Nrf2 ARE act 0.0%, IL-1B inflam inh -1, TGFb SMAD3 inh 17%, Nrf2 inh -10% and HepG2 tox 15%.
